# Screening results deposited in PubChem BioAssay by National Center for Advancing Translational Sciences (NCATS).
# D1 potentiator = potentiators of human D1 dopamine receptor; HEK293 TREx D1 cells, calcium flux, dopamine EC20 potentiation; potentiation, % at 10 µM; AID 504651; 360,000 tested, 0.036% active; P21728; in the data active means potentiation above about 30%; further: 0% is about no effect
# Target sequence (P21728 whole entry, looked up): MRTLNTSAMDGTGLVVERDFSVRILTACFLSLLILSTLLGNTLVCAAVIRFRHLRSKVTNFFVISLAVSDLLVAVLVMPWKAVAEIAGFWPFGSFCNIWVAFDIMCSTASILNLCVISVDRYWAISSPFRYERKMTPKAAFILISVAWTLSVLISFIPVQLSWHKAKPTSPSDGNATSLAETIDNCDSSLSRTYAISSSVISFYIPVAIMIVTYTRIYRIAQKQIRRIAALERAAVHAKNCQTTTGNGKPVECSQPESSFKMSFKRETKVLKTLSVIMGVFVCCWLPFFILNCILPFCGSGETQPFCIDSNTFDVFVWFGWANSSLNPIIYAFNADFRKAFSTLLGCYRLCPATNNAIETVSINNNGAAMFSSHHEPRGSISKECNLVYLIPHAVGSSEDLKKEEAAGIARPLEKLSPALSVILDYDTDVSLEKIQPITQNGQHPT
# TRHR agonist = agonists of human TRH receptor | activation, % at 2 µM | TRHR cells, calcium flux fluo-8, FDSS agonist mode | 360,000 tested, 0.18% active; further: 0% is about no effect
# Target sequence (P34981 whole entry, looked up): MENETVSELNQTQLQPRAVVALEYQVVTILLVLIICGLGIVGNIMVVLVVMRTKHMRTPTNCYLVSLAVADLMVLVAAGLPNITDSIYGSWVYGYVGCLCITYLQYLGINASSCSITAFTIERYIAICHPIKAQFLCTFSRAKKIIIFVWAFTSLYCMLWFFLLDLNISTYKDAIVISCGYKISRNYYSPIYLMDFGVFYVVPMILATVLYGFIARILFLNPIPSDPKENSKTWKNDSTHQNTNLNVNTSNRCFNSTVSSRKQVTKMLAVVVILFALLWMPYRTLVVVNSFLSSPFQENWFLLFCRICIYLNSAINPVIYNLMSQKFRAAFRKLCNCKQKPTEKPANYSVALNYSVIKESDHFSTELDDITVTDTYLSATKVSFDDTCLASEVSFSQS
#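 Fluo-8-loaded TRHR cells; 10 s baseline, compound added, kinetic Ca2+ fluorescence read 1/s, agonist mode.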
# RXFP1 antagonist = blocks the human relaxin receptor RXFP1; Q9HBX9; HEK293-RXFP1, relaxin-stimulated cAMP HTRF, 30 min; hits give low values; activity change, negative = inhibition, % at 57.5 µM; 350,000 tested, 0.59% active; AID 1259400;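 active means activity change of -60% or lower, but not beyond a set lower limit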; further: on the % scale 0 is the no-effect control and ±100 the full control effect
# TRHR PAM = allosteric enhancers of human TRH receptor | AID 493056 | enhancement, % at 2 µM | TRHR cells, fluo-8 calcium fluorescence, EC20 TRH enhancement | 360,000 tested, 0.66% active | P34981; in the data active means enhancement above about 30%; further: 0% is about no effect
#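 TRHR-expressing cells loaded with fluo-8 calcium dye were read kinetically (ex 480/em 530) during compound addition, then stimulated with an EC20 of TRH (10 nM final). Enhancement of the Gq-mediated intracellular calcium response was scored.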
# D1 agonist = agonists of human D1 dopamine receptor. HEK293 T-REx D1 cells, calcium flux, agonist mode. activation, % at 2 µM. 360,000 tested, 1% active; further: 0% is about no effect
#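 Inducible HEK293 T-REx D1 cells, force-coupled to calcium signalling, were plated at 4000 cells/well with tetracycline and held overnight at 30 C. After no-wash calcium dye loading, compound-evoked calcium rise over 180 s flagged agonists.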
# D2 ag = agonists of human D2 dopamine receptor. P14416. HEK293 T-REx D2 cells, calcium flux agonist mode. activation, % at 2 µM. 340,000 tested, 0.53% active;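 active means activation over 3 SD above normal in the single-dose calcium agonist read, cut at about 30% in these data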; further: 0% is about no effect
#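 HEK293 Trex D2 cells, tetracycline-induced, o/n 30 C 5% CO2; no-wash Ca dye, RT 30–90 min; 10-cycle baseline, 23 nl cpd added, kinetic Ca read 180 s; agonist hits = positive Ca response.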
# D1 antagonist = antagonists of human D1 dopamine receptor. P21728. HEK293 TREx D1 cells, calcium flux, dopamine EC80; hits give low values. activity change, negative = inhibition, % at 10 µM. 360,000 tested, 3.2% active. AID 504652; in the data active means activity change below about -30%; further: on the % scale 0 is the no-effect control and ±100 the full control effect
#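 Calcium flux readout: force-coupled, inducible Hek293 Trex D1 line, cells induced overnight at 30 C with tetracycline, dye-loaded 30–90 min at RT. Antagonism scored against EC80 dopamine challenge given 180 s after compound.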
# D2 antagonist = antagonists of human D2 dopamine receptor; HEK293 TREx D2 cells, calcium flux, dopamine EC80; inhibition, % at 10 µM; 340,000 tested, 2% active; AID 485344; in the data active means inhibition above about 30%; further: 0% is about no effect
#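 Measurement of antagonist activity uses fluorescent calcium dye in inducible HEK293 T-REx D2 cells: 10 s baseline, compound addition with 180 s read, EC80 dopamine addition with a further 180 s read.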
# D2 potentiator = D2 dopamine receptor (human) potentiation; AID 485347; HEK293 T-REx D2, calcium flux, EC20 dopamine potentiation; potentiation, % at 10 µM; P14416; 340,000 tested, 0.34% active;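 active means potentiation over 3 SD above the plate norm, cut at about 30% in these data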; further: 0% is about no effect
#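 Calcium flux readout, no-wash dye, 1 read/s. Inducible HEK293 Trex D2 line, overnight 30 C. Compound alone 180 s (agonist flags), then EC20 dopamine, another 180 s to score potentiation.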
# The depositor's hits bear a star; nt = not tested or not shown; & = joins results of further samples. Unless noted, no stated cut-off is given here; in the data, active means activation above about 30%; inactive means the rest.
Compound,D1 potentiator,TRHR agonist,RXFP1 antagonist,TRHR PAM,D1 agonist,D2 ag,D1 antagonist,D2 antagonist,D2 potentiator
COc1ccc(CNC(=O)C2CCCN(C(=O)Nc3ccccc3OC)C2)cc1 (configuration not stated),-6,-0.8,18,6,0,nt,-19,nt,nt
O=C(CSc1nnc(CNC(=O)c2ccc(F)cc2)o1)NCc1ccc2c(c1)OCO2,-9,-0.6,-7,-2,1,0.2,-10,-5,-15
Cc1cccc(C(=O)NN/C=C/C(=O)c2ccccc2)c1,-1,-1.0,-11,-10,3,-0.3,0,9,-1
Cc1ccc(Cn2cccc2C2=NC(C)CO2)cc1 (configuration not stated),-4,-0.6,-12,6,1,1.7,-2,2,-16
CCCC[C@@H]1CNCCN1CCc1cc(C(F)(F)F)cc(C(F)(F)F)c1,-1,0.8,nt,21,19,0.7,21,-3,4
Cc1ccc(Cl)cc1N1CCN(C(=O)C2CCN(c3nnc(-n4cccc4)s3)CC2)CC1,-2,0.5,nt,-2,-2,0.8,6,1,5
O=C(NCCN1CCCCC1)c1ccc(=O)oc1,-11,-0.6,6,6,13,0.3,4,-4,0
COC(=O)c1ccc(NC(=S)NCCCn2ccnc2)cc1,-3,-0.1,-34,6,4,0.0,-1,-8,-1
CC(=O)Nc1ccc(Sc2ccccc2C(=O)O)cn1,3,0.7,-2,2,2,0.4,11,0,13
COc1ccc(CCNC(=O)Cc2cccs2)cc1,-2,1.0,1,1,1,0.6,-16,-6,-3
CCOC(=O)C(C)c1ccc2cc(OC)ccc2c1 (configuration not stated),0,0.7,-3,2,0,0.1,-2,2,-1
COc1cc(OC)cc(C(=O)OCC(=O)Nc2ccc(N3CCCCC3)cc2)c1,-2,-0.3,-15,6,-1,-0.1,nt,0,-4
Cc1ncsc1CCC(=O)N1CCCC(C(=O)c2cccc(Cl)c2)C1 (configuration not stated),0,0.3,3,4,13,0.2,-16,-1,0
CC(NC(=O)c1cncc(Br)c1)c1ccc(S(N)(=O)=O)cc1 (configuration not stated),-3,1.1,-3,0,1,0.6,-3,12,2
Cc1ccn2c(=O)nc(SCC(=O)N3CCN(c4ccccc4)CC3)nc2c1,-3,0.0,2,4,2,0.2,0,-5,11
COc1ccc(N(CC(=O)N2CCN(c3cc(C)ccc3C)CC2)S(=O)(=O)c2c(C)noc2C)cc1,-1&2,0.1&0.7,11,-4&2,3&-1,0.5&0.2,-14&-4,5,-1&18
Cc1ccc(N(CCC#N)C(=O)COC(=O)c2ccccc2SCC(=O)N2CCCC2)cc1,0,-0.9,-6,22,0,1.3,30,-12,8
COc1ccc(NC(=O)[C@H](CCS(C)(=O)=O)N2Cc3ccccc3C2=O)c(OC)c1,nt,-0.1,nt,-2,0,0.6,-6,-2,-4
Cc1cc(C)cc(Nc2ncc3c(n2)CC(c2ccco2)CC3=O)c1 (configuration not stated),1,-0.9,-27,2,1,1.4,-9,5,nt
N#CCCn1cc(/C=N/N=C2\NC(=O)C(CC(=O)O)S2)c(-c2ccc(F)cc2)n1 (configuration not stated),-3,0.0,-15,4,1,0.2,-3,35*,3
Cc1nc2scc(-c3ccc(Cl)cc3)c2c(=O)n1N,0,-0.4,-17,-4,0,0.0,-25,-16,4
CN(C(=O)c1sc2nc(N3CCOCC3)c3c(c2c1N)CCCC3)c1ccccc1,0,0.2,-12,6,4,nt,20,nt,nt
Cc1c(N=Cc2ccc(-c3ccc(Cl)cc3)o2)c(=O)n(-c2ccccc2)n1C,2,-1.0,-2,-1,1,-0.5,-8,-6,15
O=C(Nc1ccc(-c2nc3ncccc3o2)cc1)c1ccc([N+](=O)[O-])o1,-3,-0.2,0,10,-1,0.8,6,-2,-6
CN(C)c1c(F)cc(C(=O)NC(=O)NCc2cccnc2)cc1F,-6,0.4,-2,-1,3,0.2,4,-16,-1
Cc1nc(-c2ccccc2)sc1-c1nc(-c2ccncc2)ncc1S(=O)(=O)c1ccccc1,-1,-0.2,-4,-6,3,-0.8,4,-12,2
O=C(NCc1ccc(N2CCCC2=O)cc1)c1cc(COc2c(F)cccc2F)on1,-6,-0.2,-6,0,18,0.2,-32*,20,-6
Cc1ccc(NC(=O)COC(=O)CCc2c[nH]c3ccccc23)c(C)c1,-4,-1.6,-2,1,4,0.0,-25,-17,-11
CCCNC(=O)C1CCC(Cn2c(=O)c3sccc3n(Cc3ccccc3F)c2=O)CC1 (configuration not stated),-5,-0.1,-18,-4,0,-0.3,-12,nt,4
Cc1ccc(S(=O)(=O)NCC(=O)N(CC(=O)NCc2ccc(F)cc2)CC2CCCO2)cc1 (configuration not stated),-4,-0.7,13,5,1,0.4,7,-8,1

# In a second layout: 2 of the compounds above
# Screens in order: D1 potentiator, TRHR agonist, RXFP1 antagonist, TRHR PAM, D1 agonist, D2 ag, D1 antagonist, D2 antagonist, D2 potentiator
Cc1ncsc1CCC(=O)N1CCCC(C(=O)c2cccc(Cl)c2)C1 (configuration not stated)
 : 0, 0.3, 3, 4, 13, 0.2, -16, -1, 0
CC(NC(=O)c1cncc(Br)c1)c1ccc(S(N)(=O)=O)cc1 (configuration not stated)
 : -3, 1.1, -3, 0, 1, 0.6, -3, 12, 2

# Further compounds.
Compound,D1 potentiator,TRHR agonist,RXFP1 antagonist,TRHR PAM,D1 agonist,D2 ag,D1 antagonist,D2 antagonist,D2 potentiator
Cc1ccc2[nH]c3c(=O)n(CCN4CCNCC4)cnc3c2c1,1,-0.3,-20,1,1,1.2,11,nt,-21
N=C1/C(=C\c2ccc(OC(=O)c3ccco3)cc2)C(=O)N=C2SC(N3CCCCC3)=NN12,-4,0.1,1,-1,3,-0.6,-1,-4,3
CCOC(=O)N1CCN(S(=O)(=O)c2ccc(C(=O)Nc3ccc4c(c3)C(=O)NC4=O)cc2)CC1,0,0.1,nt,5,1,-0.6,-10,-7,-3
CN(Cc1ccco1)C(=O)C1CCC(=O)N(CCc2cccc(F)c2)C1 (configuration not stated),1,-0.1,13,2,7,0.1,-6,8,10
O=C(NCc1ccccc1)Nc1cccn(Cc2ccccc2)c1=O,-3,-0.1,-1,25,3,nt,4,nt,nt
S=C(NCc1ccccc1)N/N=C/c1cccs1,0,0.3,11,-16,3,nt,-10,nt,8
O=[N+]([O-])c1cccc(NC(=S)N2CCc3ccccc3C2)c1,0,-3.1,-2,5,16,-1.3,-24,-53,14
Cc1cc(Nc2cc(F)ccc2C)nc(-n2nc(C)cc2C)n1,5,-0.4,-1,8,2,-1.6,-4,nt,-22
O=C(CSc1nnc(COc2ccc(Cl)cc2)n1Cc1ccco1)N1CCNC1=O,-7,0.2,-21,-5,0,-1.1,-2,0,-9
COc1ccc(OC)c(NC(=O)c2oc3c(c2C)C(O)CC(C)(C)C3)c1 (configuration not stated),3,-0.3,-3,0,1,0.2,-24,-1,-8
CCOC(=O)C1=C(CSc2nc(-c3ccccc3)ccc2C#N)OC(N)=C(C#N)C1c1ccccc1 (configuration not stated),-6,3.4,-5,-4,17,nt,-3,nt,10
CN(Cc1ccccc1)Cc1c[nH]c2ccccc12,-14,0.8,-14,-1,8,-0.5,-62*,35*,-23
COC(=O)c1ccc2ccccc2c1OC1OC(CO)C(O)C(O)C1NC(C)=O (configuration not stated),-2,0.3,-1,12,-3,0.5,15,4,13
Nc1nc(SCC(=O)NCC2CCCO2)[nH]c(=O)c1NC(=O)c1ccco1 (configuration not stated),0,0.0,3,-5,3,0.6,-5,7,10
COc1ccc(CCNC(=O)/C(C#N)=C/c2cccc(OCc3ccccc3)c2)cc1OC,-2,1.7,-14,-2,9,1.3,-7,11,0
O=C(CN(Cc1ccco1)C(=O)c1ccc(N2CCCC2=O)cc1)Nc1ccccc1C(F)(F)F,1,0.0,-11,-2,-1,1.2,-3,-8,-4
CCc1nnc(NC(=O)Nc2ccc(Cl)cc2)s1,-2,1.3,2,3,4,1.8,-5,6,-2
COc1ccc(CCN(C)C2CCCN(S(C)(=O)=O)C2)cc1OC (configuration not stated),-3,-0.3,5,-6,3,1.4,7,3,6
CC1(c2ccccc2)NC(=O)N(CC(=O)Nc2cccc(/C=C/c3ccccn3)c2)C1=O (configuration not stated),1,0.7,-13,-4,5,-0.3,0,-7,2
COc1ccc(COc2ncnc3ccc(Br)cc23)cc1F,32*,0.9,-10,0,4,2.9,19,1,nt
O=C(Cn1ncn2c(cc3ccccc32)c1=O)NCCc1cccs1,0,-0.3,14,-6,0,0.3,12,7,5
O=C(Cc1ccccc1)N/N=C/c1cc(Br)cc(Br)c1O,-9,0.0,-16,10,6,nt,-9,nt,nt
COc1ccc(S(=O)(=O)NCc2ccc3c(c2)OCO3)cc1C,-1,-0.3,7,0,1,0.0,-87*,4,-10
COc1ccc(-c2nc3ccccc3n3c(-c4cccc(C)c4)c4c(=O)n(C)c(=O)n(C)c4c23)cc1,-5,1.2,-3,13,3,-0.5,0,nt,-5
Cc1ccc2oc3c(c(=O)c2c1)C(c1ccc(O)cc1)N(c1nc(C)c(C)s1)C3=O (configuration not stated),2,0.6,-16,0,0,0.4,-2,nt,-8
O=C(CCSc1ccccc1)N1CCN(c2ccccc2)CC1,-3,-0.1,-15,3,2,0.6,-2,-4,-13
CN(CC(=O)Nc1ccc(Cl)c(C(F)(F)F)c1)C(=O)Cc1cccs1,-3,0.3,9,-4,11,nt,-19,nt,nt
CCOC(=O)C(NC(=O)c1ccccc1)(Nc1nnc(C)s1)C(F)(F)F (configuration not stated),-3,0.6,-7,0,0,0.0,-5,-16,5
O=C(NCc1ccccc1)/C(=C/c1ccco1)NC(=O)c1ccco1,0,0.5,-8,-4,3,0.4,1,0,-15
CCc1ccc(OCC(=O)O/N=C(\N)Cc2ccc([N+](=O)[O-])cc2)cc1,4,-1.1,-24,-13,8,-1.1,2,-5,-9

# Record cards, as listed above. Screens in order: D1 potentiator	TRHR agonist	RXFP1 antagonist	TRHR PAM	D1 agonist	D2 ag	D1 antagonist	D2 antagonist	D2 potentiator
# CCOC(=O)N1CCN(S(=O)(=O)c2ccc(C(=O)Nc3ccc4c(c3)C(=O)NC4=O)cc2)CC1 as listed: 0	0.1	nt	5	1	-0.6	-10	-7	-3
# CN(Cc1ccccc1)Cc1c[nH]c2ccccc12 as listed: -14	0.8	-14	-1	8	-0.5	-62*	35*	-23
# CCOC(=O)C1=C(CSc2nc(-c3ccccc3)ccc2C#N)OC(N)=C(C#N)C1c1ccccc1 (configuration not stated) as listed: -6	3.4	-5	-4	17	nt	-3	nt	10

# Following part:
Compound,D1 potentiator,TRHR agonist,RXFP1 antagonist,TRHR PAM,D1 agonist,D2 ag,D1 antagonist,D2 antagonist,D2 potentiator
CC(=O)Nc1c(C)nn(-c2ccccc2)c1N1CCC(C(=O)NCc2cccc(F)c2)CC1,0,0.4,4,4,3,0.6,-5,nt,-9
Cc1ccc(Nc2ncccc2C(=O)O)cc1C,-4,-0.6,nt,3,0,-4.2,-17,11,6
COc1ccc(NC(=O)COCc2cc(-c3ccco3)on2)cc1Cl,5,-1.5,-21,5,-2,-2.5,-7,nt,8
COc1cccc(CNC(=O)C(C)n2c(=O)cc(-c3ccccc3)c3c(C)nn(C)c32)c1 (configuration not stated),-5,-0.4,-5,8,1,0.4,-2,nt,nt
